NPSR antagonist = antagonists of human neuropeptide S receptor cAMP signaling; Q6W5P4; CHO-NPSR cells, cAMP TR-FRET, antagonist mode; Potency, µM (titrated, usually from 38.3 µM), without a hit: at the top dose activity change, negative = inhibition, most hits filed as inhibitors; 220,000 tested, 1% active; also: potency is read from the fitted curve at half-maximal effect; % is scaled to controls: 0 for no effect and ±100 for the full control effect; nearly all actives have a fitted effect of over 50% in size; many of its hits are not listed in these tables
Target sequence (Q6W5P4 whole entry, looked up): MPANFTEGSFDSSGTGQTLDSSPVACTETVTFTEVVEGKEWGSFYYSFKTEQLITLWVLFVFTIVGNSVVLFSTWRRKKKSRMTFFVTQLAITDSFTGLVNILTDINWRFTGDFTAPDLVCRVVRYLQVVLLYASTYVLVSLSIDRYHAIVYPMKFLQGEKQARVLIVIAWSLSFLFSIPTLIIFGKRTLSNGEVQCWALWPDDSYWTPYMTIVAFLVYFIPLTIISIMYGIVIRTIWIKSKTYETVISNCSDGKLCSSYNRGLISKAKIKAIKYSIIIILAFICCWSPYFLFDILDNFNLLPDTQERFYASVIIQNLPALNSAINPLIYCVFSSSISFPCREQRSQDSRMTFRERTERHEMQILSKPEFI
Lamin A splicing = changes lamin A minigene splicing in HeLa cells; HeLa LMNA splicing GFP/RFP minigene ratio, 48 h; Potency, µM (doses to about 46.1 µM), without a hit: top-dose ratio change, negative = inhibition, actives largely listed as inhibitors; 200,000 tested, 0.01% active; AID 1487; active = well fitted inhibition curve with a large enough effect in the signal ratio, with a control signal flat, not every such curve was filed as active; inconclusive = small, poorly fitted or top-dose-only effect, or effect the other way, or a change in a side signal; the % refers to the signal ratio; also: potency is read from the fitted curve at half-maximal effect; % is scaled to controls: 0 for no effect and ±100 for the full control effect
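Read-out is the ratio of GFP to DsRed2 object intensity, acquired by 488 nm laser-scanning cytometry on HeLa lamin A-EGFP minigene reporter cells. Compound incubation 48 hrs at 37 °C in Opti-MEM with 2% FBS; DMSO 0.5% final.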
HTT aggregate = inhibitors of mutant huntingtin aggregate formation in PC12 cells. PC12 HttQ103-GFP aggregates, Acumen cytometry, 40 h. Potency, µM (doses to about 46.1 µM), without a hit: at the highest dose activity change, negative = inhibition, actives largely listed as inhibitors. 220,000 tested, 1.1% active. AID 1688; also: potency is read from the fitted curve at half-maximal effect; % is scaled to controls: 0 for no effect and ±100 for the full control effect; nearly all actives have a fitted effect of over 60% in size
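PC12 cells with ecdysone-inducible HTT exon1 Q103-GFP, induced by 100 nM tebufenozide, given compounds in a concentration series. GFP aggregates (1–25 um, 6 SD above background) counted in lysates by laser-scanning cytometry, 488 nm excitation.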
IMPase Li inh = membrane-permeable IMPase blocker, potentiated with lithium | CHO-M1 cells, IP1 TR-FRET (IP-One), carbachol + lithium | 210,000 tested, 0.35% active | Potency, µM (series often up to 59.4 µM), for the others: top-dose activity, negative = IMPase inhibition, hits mostly inhibitors;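 also: IP1 builds up when IMPase is blocked and the TR-FRET signal falls; potency is read from the fitted curve at half-maximal effect; plate controls were basal vehicle for no effect and high inhibitor control for full effect; nearly all actives have a fitted effect of over 50% in size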
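CHO-M1, 2000 cells/well, 16–30 h culture; cpd + low Li+, 30 min 37C; lysis with d2-IP1/Eu-anti-IP1 Ab, 10 min RT; TR-FRET 665/620 ratio and 620 channel; AC50 via Hill.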
CBFb RUNX1 block = blocks binding between human CBF-beta and RUNX1; Q01196+Q13951; AlphaScreen CBFb-His/RUNX1-biotin binding, biochemical; Potency, µM (series often up to 59.8 µM), for inactives: at the top dose activity, negative = inhibition, hits mostly inhibitors; 230,000 tested, under 10 active; AID 1477; also: % of control where 0% means no effect
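Compounds were screened at multiple concentrations against a preformed CBF-beta(His)/RUNX1(biotin) complex (30 nM of each) for 15 min at room temperature, followed by 90 min with nickel and streptavidin beads and AlphaScreen reading.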
Epigenetic reg = epigenetic control regulation, reporter derepression; murine LDR cells, GFP reporter derepression, 30 h; 280,000 tested, 0.2% active; Potency, µM (titrated, usually from 53.9 µM), for inactives: at the top dose GFP activation, most hits filed as activators; AID 1865; also: potency is read from the fitted curve at half-maximal effect; % of control where 0% means no effect; nearly all actives have a fitted effect of over 60% in size
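GFP-positive cell count by laser-scanning cytometry (objects 20–120 um) after 30 h, 37 C compound exposure of murine LDR cells; reporter is CMV-GFP integrated at a silenced locus, inducible by HDAC or DNMT inhibitors.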
Luc counter = blocks Kinase-Glo luciferase, a counter-screen artifact; Q27757; Kinase-Glo luciferase, ATP luminescence, 8 min; Potency, µM (doses to about 38.3 µM), for the others: at the top dose activity change, negative = inhibition, actives largely listed as inhibitors; 200,000 tested, 0.28% active; also: potency is read from the fitted curve at half-maximal effect; % is scaled to controls: 0 for no effect and ±100 for the full control effect; nearly all actives have a fitted effect of over 60% in size
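Compounds were added to a substrate mix at pH 7.2 (50 mM imidazole, 10 uM ATP, within the enzyme's linear range), followed by Kinase-Glo detection reagent; luminescence was measured after 8 minutes at ambient temperature.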
An asterisk follows results filed as active; u = inconclusive; x = no result given; [ ] = another dose, or the depositor's remark. Unless noted, calls follow the shape of the dose curve; as a rule, active = well fitted curve in the direction sought with a large enough effect; inconclusive = small, poorly fitted or top-dose-only effect, or another doubt; inactive = no such curve, though single readings can be large; an effect the other way counts as inactive or inconclusive. Only part of the results is shown. The share of hits here may be higher or lower than overall.

canonical_smiles	NPSR antagonist	Lamin A splicing	HTT aggregate	IMPase Li inh	CBFb RUNX1 block	Epigenetic reg	Luc counter
COc1ccc(C(c2nnnn2C2CCCC2)N2CCC(C)CC2)cc1 (configuration not stated)	u	4%	7%	26%[38.3 µM]	6%	1.0%	-1%
Cc1cnc(SCCc2ccncc2)nc1C	-4%[46.1 µM]	-7%	3%	3%	16%	0.0%	4%
CCCCn1c(CN(C)Cc2ccccc2)nc2c1c(=O)n(C)c(=O)n2C	-3%[46.1 µM]	u	20µM*	25%[38.3 µM]	5%	-0.7%	2%
CC1=CC(C)(C(Cl)Cl)C(C)=CC1=O (configuration not stated)	-9%[46.1 µM]	-3%	13%	-5%	-9%	0.0%	-1%
CCOC(=O)Cn1nc(/C=C/c2ccc(C)cc2)ccc1=O	-15%[46.1 µM]	-10%	10%	23%[38.3 µM]	14%	4.3%	2%
Fc1ccc(CN2CCCCCCC2)c(F)c1	-3%[46.1 µM]	1%	-12%	4%[38.3 µM]	2%	0.0%	4%
O=C(COC(=O)C1CCC(=O)N1)Nc1cc(Cl)ccc1Cl (configuration not stated)	-11%[46.1 µM]	-3%	13%	6%	4%	0.0%	0%
COc1ccccc1CNCc1ccc(OC)c(OC)c1OC	-3%[46.1 µM]	-6%	-17%	11%	3%	-1.2%	-2%
Cc1cc(C(=O)NNC(=S)NC(C)c2ccccc2)cs1 (configuration not stated)	6%	u	-24%	25%	2%	1.1%	-2%
O=C(NCC1COc2ccccc2O1)C1CCCN(S(=O)(=O)c2cnc[nH]2)C1 (configuration not stated)	9%[46.1 µM]	-8%	11%	14%[38.3 µM]	3%	-1.0%	1%

A draw from above in order of formula weight, rising.
canonical_smiles	NPSR antagonist	Lamin A splicing	HTT aggregate	IMPase Li inh	CBFb RUNX1 block	Epigenetic reg	Luc counter
CC1=CC(C)(C(Cl)Cl)C(C)=CC1=O (configuration not stated)	-9%[46.1 µM]	-3%	13%	-5%	-9%	0.0%	-1%
Fc1ccc(CN2CCCCCCC2)c(F)c1	-3%[46.1 µM]	1%	-12%	4%[38.3 µM]	2%	0.0%	4%
Cc1cnc(SCCc2ccncc2)nc1C	-4%[46.1 µM]	-7%	3%	3%	16%	0.0%	4%
CCOC(=O)Cn1nc(/C=C/c2ccc(C)cc2)ccc1=O	-15%[46.1 µM]	-10%	10%	23%[38.3 µM]	14%	4.3%	2%
Cc1cc(C(=O)NNC(=S)NC(C)c2ccccc2)cs1 (configuration not stated)	6%	u	-24%	25%	2%	1.1%	-2%
COc1ccc(C(c2nnnn2C2CCCC2)N2CCC(C)CC2)cc1 (configuration not stated)	u	4%	7%	26%[38.3 µM]	6%	1.0%	-1%
O=C(NCC1COc2ccccc2O1)C1CCCN(S(=O)(=O)c2cnc[nH]2)C1 (configuration not stated)	9%[46.1 µM]	-8%	11%	14%[38.3 µM]	3%	-1.0%	1%

The list goes on.
canonical_smiles	NPSR antagonist	Lamin A splicing	HTT aggregate	IMPase Li inh	CBFb RUNX1 block	Epigenetic reg	Luc counter
NC(=O)C1CCCN(C(=S)Nc2ccccc2)C1 (configuration not stated)	14%	u	-9%	0%	0%	0.9%	1%
O=C(CSc1c2c(nc3cc(Cl)ccc13)CCCC2)NCCN1CCOCC1	7%	x	-27%	-20%	-5%	8.5%	-1%
O=c1[nH]c(SCc2cccc(F)c2)nc2ccccc12	16%	x	-11%[9.22 µM]	x	4%	-1.2%	x
Cc1ccccc1NC(=O)COc1ccc2oc(=O)cc(C)c2c1	-1%	10%[46 µM]	11%	-1%	12%	-3.2%	1%
CCc1ccc(OCC(=O)Nc2ncn[nH]2)cc1	19%	-7%[46 µM]	8%	-2%	0%	1.3%	-5%
CCN1CCN(c2cc(=O)n(-c3cc(Cl)ccc3C)c(=O)[nH]2)CC1	1%[46.1 µM]	1%	11%	5%[38.3 µM]	-6%	7.3%	1%

Reprinted at random: three records from the list
canonical_smiles	NPSR antagonist	Lamin A splicing	HTT aggregate	IMPase Li inh	CBFb RUNX1 block	Epigenetic reg	Luc counter
CCN1CCN(c2cc(=O)n(-c3cc(Cl)ccc3C)c(=O)[nH]2)CC1	1%[46.1 µM]	1%	11%	5%[38.3 µM]	-6%	7.3%	1%
Cc1ccccc1NC(=O)COc1ccc2oc(=O)cc(C)c2c1	-1%	10%[46 µM]	11%	-1%	12%	-3.2%	1%
O=C(CSc1c2c(nc3cc(Cl)ccc13)CCCC2)NCCN1CCOCC1	7%	x	-27%	-20%	-5%	8.5%	-1%

From PubChem
